Compound activity: PubChem, National Center for Advancing Translational Sciences (NCATS)
GLP1R cytotox – cytotoxicity counter-screen for GLP-1 receptor inverse agonists. HEK293 cAMP-luciferase reporter cells, luminescence, 24 h. Potency, µM (series often up to 38.3 µM), for the others: at the top dose activity change, negative = inhibition, usual class: inhibitors. 410,000 tested, 0.13% active;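 also: loss of luciferase light is scored as toxicity; % is scaled to controls: 0 for no effect and ±100 for the full control effect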
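Here, cytotoxicity is scored as loss of luminescence. The MLSMR collection was tested on cells seeded in medium containing 10% Nu serum, with a 24 hr compound exposure preceded by 12 hours of culture.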
TDP-43 yeast inh – TDP-43 toxicity inhibition in yeast | TDP-43 expressing yeast growth rescue, BacTiter-Glo, 24 h | Potency, µM (titrated, usually from 46.1 µM), for the others: top-dose growth rescue (activation), usual class: activators | 410,000 tested, 1.8% active | AID 652104; also: % of control where 0% means no effect; nearly all actives have a fitted effect of over 50% in size
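Cell-based yeast growth screen: TDP-43 expression induced in galactose, inoculum OD600=0.02 after raffinose pregrowth to mid-log. Read-out BacTiter-Glo luminescence at 24 hr, 30 deg C; inhibition of toxicity seen as signal increase.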
GLP1R ag – activates the human GLP-1 receptor. P43220. HEK293 GLP-1R CRE-luciferase, luminescence, 4-6 h; cells express a hypersensitive GLP-1R form. Potency, µM (top dose mostly 45.6 µM), for inactives: at the top dose activation, most hits filed as activators. 380,000 tested, 0.007% active; also: % of control where 0% means no effect
Target sequence (P43220 whole entry, looked up): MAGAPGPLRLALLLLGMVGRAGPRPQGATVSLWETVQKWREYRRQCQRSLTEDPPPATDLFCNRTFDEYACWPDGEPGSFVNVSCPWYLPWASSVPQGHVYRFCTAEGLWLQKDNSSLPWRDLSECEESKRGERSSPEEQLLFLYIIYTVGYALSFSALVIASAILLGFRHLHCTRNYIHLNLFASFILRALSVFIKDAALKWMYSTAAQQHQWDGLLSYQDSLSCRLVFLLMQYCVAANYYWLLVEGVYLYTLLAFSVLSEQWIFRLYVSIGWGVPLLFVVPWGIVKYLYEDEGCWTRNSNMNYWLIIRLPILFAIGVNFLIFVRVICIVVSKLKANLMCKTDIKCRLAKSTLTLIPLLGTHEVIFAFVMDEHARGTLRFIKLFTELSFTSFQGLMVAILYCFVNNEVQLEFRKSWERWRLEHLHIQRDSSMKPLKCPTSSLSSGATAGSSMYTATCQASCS
KB-V1 cytotox – kills drug-selected multidrug resistant KB-V1 cells; KB-V1 MDR cells viability, CellTiter-Glo, 72 h; Potency, µM (doses to about 46.1 µM), inactives show top-dose activity change, negative = cytotoxicity, actives largely listed as cytotoxic; 400,000 tested, 3.4% active; also: % is scaled to controls: 0 for no effect and ±100 for the full control effect; nearly all actives have a fitted effect of over 60% in size
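Readout: CellTiter-Glo luminescence, 10 min after addition. Cells: KB-V1 MDR subline, 72 h at 37 degrees C with compound. Analysis: corrected, normalized data fitted to concentration-effect curves.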
HT1080 IDH1KD tx – toxicity to HT-1080 IDH1 knockdown cells (counter line); Potency, µM (titrated, usually from 46.1 µM), without a hit: at the highest dose activity, negative = toxicity, most hits filed as cytotoxic; 360,000 tested, 2% active; HT-1080 IDH1 knockdown viability, ATP luminescence, 48 h;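 also: 0% = DMSO wells and -100% = cell-free medium wells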
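Viability of IDH1-knockdown HT-1080 fibrosarcoma cells was assessed by CellTiter-Glo after 48 h at 37 °C with titrated compound; concentration-effect curves were classified by fit quality and response size.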
KB-3-1 cytotox – kills parental KB-3-1 adenocarcinoma cells; 400,000 tested, 1.4% active; AID 1347075; KB-3-1 viability, CellTiter-Glo ATP luminescence, 72 h; Potency, µM (series often up to 46.1 µM), inactives show at the top dose activity change, negative = cytotoxic, actives largely listed as cytotoxic; also: % is scaled to controls: 0 for no effect and ±100 for the full control effect; nearly all actives have a fitted effect of over 60% in size
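Cytotoxicity measured as CellTiter-Glo luminescence after 72 h at 37 C. Compound titrations were pinned onto drug-naive KB-3-1 parental adenocarcinoma cells grown in DMEM with 10% FBS, and normalized data fitted to concentration-response curves.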
HT1080-NT tox – kills 2HG-producing HT-1080-NT fibrosarcoma cells. HT-1080-NT fibrosarcoma viability, CellTiter-Glo ATP luminescence, 48 h. Potency, µM (titrated, usually from 46.1 µM), for inactives: top-dose activity, negative = less viability, actives largely listed as cytotoxic. 360,000 tested, 1.6% active. AID 686970;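 also: NT is the 2HG producing partner of a matched IDH1 knockdown line; 0% = DMSO-treated cells and -100% = media-only wells without cells; nearly all actives have a fitted effect of over 55% in size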
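HT-1080-NT fibrosarcoma cells (2HG-overproducing), 750 cells/well in RPMI with 5% FBS, dosed after 2 h and incubated 48 h at 37C. CellTiter-Glo luminescence normalized to DMSO and no-cell wells; concentration-response curves fitted and classed.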
SW480 rerep – inducers of DNA re-replication in SW480 colon cancer cells. SW480 DNA re-replication, Hoechst DNA content imaging, 48 h. AID 624297. 340,000 tested, 1.8% active. Potency, µM (doses to about 46.1 µM), without a hit: at the top dose re-replication activation, most hits filed as activators; also: % of control where 0% means no effect; nearly all actives have a fitted effect of over 55% in size
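250 cells/well; 23 nL cpd via pin tool; 48 hr, 37 C, 5% CO2; Hoechst 40 min; imager read of total nuclear intensity, ex 405/em 500-530 nm.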
GLP-1R inv ag – GLP-1 receptor (human) inverse agonism; HEK293 GLP-1R CRE-luciferase, luminescence, 24 h; GLP-1R form is constitutively active; Potency, µM (top dose mostly 38.3 µM), without a hit: at the highest dose activity change, negative = inhibition, actives largely listed as inhibitors; 410,000 tested, 1.6% active; AID 624417; also: % is scaled to controls: 0 for no effect and ±100 for the full control effect; nearly all actives have a fitted effect of over 55% in size
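Inverse agonists were sought by their lowering of basal cAMP reporter luciferase output in HEK293 cells stably carrying constitutively active human GLP-1R, after 24 h compound treatment.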
* marks the source's active call; other numbers are inactive results; ? = inconclusive; . = no result given; & = joins results of further samples; [ ] = another dose, or the depositor's remark. Calls follow the shape of the dose curve; as a rule, active = well fitted curve in the direction sought with a large enough effect; inconclusive = small, poorly fitted or top-dose-only effect, or another doubt; inactive = no such curve, though single readings can be large; an effect the other way counts as inactive or inconclusive. Potency is read from the fitted curve at half-maximal effect.

| Structure | GLP1R cytotox | TDP-43 yeast inh | GLP1R ag | KB-V1 cytotox | HT1080 IDH1KD tx | KB-3-1 cytotox | HT1080-NT tox | SW480 rerep | GLP-1R inv ag |
| --- | --- | --- | --- | --- | --- | --- | --- | --- | --- |
| COc1ccccc1C1=NC(c2ccc(F)cc2)N=C1C (stereo not given) | 2% | ? | 24% | ? | -12% | 18µM* | -9% | 4% | ? |
| CCNCC(=O)N1c2ccccc2CCc2ccc(NC(=O)OCC)cc21 | 4% | -7% | 7% | -4% | -9% | -13% | 1% | 0% | ? |
| O=C(CN1C(=O)CCn2nc(-c3ccccc3)cc21)NCc1ccccc1 | -2% | 18%[9.22 µM] | . | ? | . | 10% | . | . | 9% |
| c1ccc(-n2ncc3c2ncn2nc(CSc4nc5ccccc5s4)nc32)cc1 | -8% | 8% | -6% | -18% | 0% | -4% | 9% | -4% | 0% |
| Cc1ccc(NC(=O)COC(=O)CCc2nc3ccccc3n2-c2ccccc2)c(C)c1 | -11% | -25% | 0% | -8% | 5% | -11% | 11% | -1% | 24% |
| CNC(=O)c1c(Cl)cnn1-c1ccc(C)cc1 | -1% | 2% | -3% | -5% | 4% | -1% | 12% | -7% | -6% |
| Oc1c(Cl)cc(Oc2cc(Cl)c(O)c(CN3CCOCC3)c2)cc1CN1CCOCC1 | 4% | -15% | 14% | -16% | -15% | 2% | -16% | ? | 11µM* |
| COc1cccc(CNC(=O)Nc2cn(CC(C)C)c(=O)c3ccccc23)c1 | -2% | 26% | 22% | ? | . | 18% | . | . | 15% |
| CCCCNc1nc2c(c(=O)n(C)c(=O)n2C)n1Cc1cccc(OC)c1 | -15% | 19% | 13% | ? | -22% | ? | ? | 0% | 1% |
| CCC(c1nnnn1Cc1cccs1)N1CCN(C2CCCC2)CC1 (stereo not given) | -11% | -8% | 17% | -19% | 3% | 2% | 2% | 0% | 4% |
| CCOc1ccc(NC(=O)N2CCC(CN3CCC(C)CC3)CC2)cc1 | 8% | -4% | . | -7% | . | -4% | . | . | 7% |
| CN1C2C(Br)CCCCN2c2ccc(F)cc2S1(=O)=O (stereo not given) | 1% | 2% | -1% | -9% | 13% | -8% | 5% | -7% | -8% |
| CC1(C)CC2CC(C)(CN2C(=O)COC(=O)c2n[nH]c(=O)c3ccccc23)C1 (stereo not given) | 1% | -12% | 13% | -7% | 1% | -3% | 0% | -5% | 23% |
| Cc1ccc(S(=O)(=O)N(C)C)cc1NC(=O)CCNC(=O)c1ccccc1Cl | 1% | 20% | -4% | 33% | 22% | 20% | 21% | 1% | 11% |
| CN(C(=O)CSc1nc2ccccc2n1Cc1cccc(C(F)(F)F)c1)c1ccccc1 | -18% | 21% | . | -10% | . | -1% | . | . | 10µM* |
| COc1ccc(CNC(=O)CSc2ncc3c(n2)-c2cc(Cl)ccc2N(C)S3(=O)=O)cc1 | 0% | 10% | . | 4% | . | 16% | . | . | 7% |
| O=C(CSc1cc(Cl)ccc1Cl)NCC1CCCO1 (stereo not given) | -2% | -13% | 2% | ? | -22% | 0% | 3% | 3% | ? |
| CCN1CCN(c2cc(C)c3cc(NC(=O)c4cc(OC)cc(OC)c4)ccc3n2)CC1 | ? | -3%&34% | 17% | -19% | ? | -3% | ? | ? | 7%&36% |
| CC(C)OC(=O)c1c(F)c(F)c(N2CCOCC2)c(F)c1F | 5% | -18% | 2% | -4% | ? | -6% | 16% | 1% | 20% |
| COc1ccc(C2NC(Cc3ccccc3)(C(=O)O)C3C(=O)N(c4ccccc4OC)C(=O)C23)cc1 (stereo not given) | 2% | 8% | 7% | ? | 6% | -4% | -13% | 7% | 0% |
| COc1ccc(N2CCN(C(=O)C(=O)c3cn(CC(=O)N4CCCC4)c4ccccc34)CC2)cc1 | -16% | 0% | 3% | ? | -17% | ? | -12% | . | -21% |
| Cc1cc(C)c(NC(=O)Cn2nnc(C(=O)Nc3ccc(F)cc3F)c2N)c(C)c1 | 3%&-5% | 14%&0% | -7% | 13% | 5% | 2% | 9% | ? | 14%&8% |
| Cc1nnn(C23CC4CC(CC(CC(=O)Nc5ccc(C)c(C)c5)(C4)C2)C3)n1 | -10% | 24% | -5% | 0% | -9% | -11% | -2% | -5% | 0% |
| CC(C)C(=O)N1CCN(c2ccccc2NC(=S)NC(=O)Cc2ccccc2)CC1 | 13% | 22% | 0% | ? | 11% | -3% | 7% | -1% | 9% |
| Cc1ccc(S(=O)(=O)N2CC=C(c3c(C)n(C)c4ccccc34)CC2)cc1 | 10% | -12% | 1% | -14% | -4% | -16% | -1% | -1% | -25% |
| O=C(CCc1nnc2n(Cc3ccc(F)cc3)c(=O)c3ccccc3n12)NCCCN1CCOCC1 | -5% | -7% | -3% | -13% | 0% | 8% | -4% | -5% | 21% |
| CCNNC(=O)C(O)(Cc1ccccc1)Cc1ccccc1 | -2% | -6% | 5% | -10% | 12% | 8% | ? | -3% | 22% |
| O=C(Nc1ccc([N+](=O)[O-])cc1Br)c1cc2ccccc2nc1Cl | -5% | 2% | 1% | -6% | 18% | 5% | ? | 7% | 71%[activator] |
| COc1ccc(S(=O)(=O)N2CCOCC2)cc1NC(=O)c1ccncc1 | ? | 6% | -4% | 28% | 12% | 5% | 22% | 2% | 2% |
| CCCCCn1c(=O)[nH]c2cc(C(=O)N3CCN(Cc4ccc5c(c4)OCO5)CC3)ccc2c1=O | 21% | -20% | -1% | 0% | ? | 0% | -3% | 16% | ? |
| O=C(NCc1cccnc1)c1ccc(NS(=O)(=O)c2cccc([N+](=O)[O-])c2)cc1 | -3% | 13% | 3% | 6% | ? | 10% | 11% | -2% | 15% |
| CC1Cc2ccccc2N1C(=O)COC(=O)c1ccc(O)cc1 (stereo not given) | -4% | -2% | 1% | ? | 1% | 1% | -1% | -17% | ? |
| COc1ccc(-c2cc(C(=O)NCCc3ccc(S(N)(=O)=O)cc3)c3ccccc3n2)cc1 | 6% | 5% | 10% | -11% | 1% | -2% | 2% | 6% | 14% |
| O=C(Oc1cccc2cccnc12)c1ccc(Br)o1 | -26% | 22% | 5% | 0% | 13% | 0% | 18% | -2% | -13% |
| CCOC(=O)CSCc1nc(-c2ccc(Cl)cc2)oc1C | 1% | 21% | 4% | 6% | 3% | 3% | -2% | -5% | -21% |
| O=C(CSc1ccccn1)c1ccc(F)cc1 | -12% | -13% | 0% | 1% | -5% | 0% | 7% | -7% | 54%[activator] |
| Cc1ccc(NC(=O)C(C)Sc2nc(=O)cc(N)n2-c2ccccc2)cc1 (stereo not given) | -2%&-17% | -3%&-5% | 3% | -8%&-9% | -3% | -3%&-5% | -1% | -4% | 3%&34% |
| CCOc1ccccc1CNC(=O)c1ccc2c(c1)nc1n2CCCCC1 | -13% | -1% | . | -29% | . | -27% | . | . | ? |
| CCOc1cc(/C=N\NC(=O)Cn2nc([N+](=O)[O-])cc2C)ccc1OCc1cccc2ccccc12 | ? | -11% | -6% | -10% | -13% | 2% | -21% | 2% | ? |
| S=C(NCc1ccc(Cl)cc1)NC12CC3CC(CC(C3)C1)C2 | ? | -10% | -5% | 16µM* | ? | ? | -21% | 15% | 8.9µM* |
| O=C(OCC(=O)c1cccs1)c1cccc(C(=O)OCC(=O)c2cccs2)n1 | -11% | -9% | -3% | 7% | -12% | ? | -3% | -1% | 1% |
| O=C(N/N=C/c1cccc(O)c1)c1ccc(NC(=O)c2cccc([N+](=O)[O-])c2)cc1 | ? | 12% | -5% | -3% | -30% | 1% | -13% | 1% | ? |
| O=C(Nc1cccc(C(F)(F)F)c1)Nc1ccc(N2CCCC2)c(S(=O)(=O)Nc2ccccc2Cl)c1 | ? | 20% | -11% | 8.2µM* | 8.2µM* | 7.3µM* | ? | ? | ? |
| CCOC(=O)C1CCN(C(=O)c2cc3cc4ccc(C)cc4nc3o2)CC1 | -12% | -5% | 10% | 18% | 6% | 8% | -2% | 17% | -22% |
| Cc1cccc(OCc2n[nH]c(=S)o2)c1C | 2% | 29% | -1% | -16% | -4% | 1% | 5% | -8% | 4% |
| Oc1ccc(-c2cccc(-c3ccc(O)cc3)c2)cc1 | -2% | 6.3µM* | 1% | 26% | 5% | -4% | 2% | ? | 16% |
| COc1cc(C(=O)NNc2nc3cc4c(cc3s2)OCO4)cc(OC)c1OC | 2% | 12% | -1% | -4% | -10% | -20% | -16% | -1% | -3% |
| CCOc1ccc(-n2cc(C(=O)Nc3ccc(Cl)cn3)c3cc(OC)c(OC)cc3c2=O)cc1 | 75%[activator] | 12% | -2% | ? | 1% | 1% | -7% | 11% | -13% |
| CCc1ccccc1NCc1nnc2n1CCCCC2 | -8% | 20% | -2% | 1% | . | 21% | . | . | 3% |
| COc1ccc(C(=O)NNC2CC(=O)N(Cc3ccccc3)C2=O)cc1OC (stereo not given) | 12% | -3% | 0% | -15% | -3% | -5% | 0% | ? | 6% |
| Cc1ccc2c(NC(=O)C3CC3)cccc2n1 | 1% | 16% | -8% | ? | 12% | 16% | 17% | -5% | 1% |
| Cc1oc(-c2ccc3ccccc3c2)nc1CN(C)C(C)c1ccncn1 (stereo not given) | 0% | -12% | 30% | ? | -17% | -2% | -22% | -28% | 2% |
| CCOC(=O)c1cc(CC)sc1NC(=O)c1cc(OCC)c(OCC)c(OCC)c1 | 6% | -2% | 0% | -17% | -11% | -12% | 16% | 19% | ? |
| O=C(N/N=C/CCc1ccccc1)c1ccccc1 | 77%[activator] | -14% | 2% | 20% | -6% | -2% | -3% | 10% | 17% |
| COc1ccc(CCNC(=O)Nc2nnc([C@@H]3C[C@H](O)[C@@H](CO)O3)s2)cc1OC | -10% | -19% | -5% | ? | 26% | ? | ? | . | 1% |

GLP-1R inv ag, hit marks shown above.
mol | GLP1R ag | SW480 rerep | GLP-1R inv ag
Oc1c(Cl)cc(Oc2cc(Cl)c(O)c(CN3CCOCC3)c2)cc1CN1CCOCC1 | 14% | ? | 11µM*
CN(C(=O)CSc1nc2ccccc2n1Cc1cccc(C(F)(F)F)c1)c1ccccc1 | . | . | 10µM*
S=C(NCc1ccc(Cl)cc1)NC12CC3CC(CC(C3)C1)C2 | -5% | 15% | 8.9µM*
